# Screens from PubChem BioAssay.
# EPAC1 antagonist: qHTS for Antagonist of cAMP-regulated guanine nucleotide exchange factor 3 (EPAC1): primary screen; Rap guanine nucleotide exchange factor 3 (Homo sapiens), O95398; EPAC1 GEF assay, Rap1b-BODIPY-GDP exchange fluorescence; Potency, µM (series often up to 115 µM), without a hit: at the highest dose activity change, negative = inhibition, actives largely listed as inhibitors; 0.14% of 360,000 active; AID 720709, 2013;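 also: potency is read from the fitted curve at half-maximal effect; plate controls were vehicle for no effect and positive control for full effect; nearly all actives have a fitted effect of over 50% in size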
# PI5P4Ka inh: qHTS for Inhibitors of phosphatidylinositol 5-phosphate 4-kinase (PI5P4K). Phosphatidylinositol 5-phosphate 4-kinase type-2 alpha (Homo sapiens), P48426. PI5P4Kalpha enzyme, ADP-Glo luminescence, 60 min; active compounds read low. max response, %. 1.2% of 330,000 active; active = max response of -50% or lower; inconclusive = between -30% and -50%; inactive = -30% or higher; also: value at the top dose of about 77 µM; % is scaled to controls: 0 for no effect and ±100 for the full control effect
#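 ADP-Glo luminescence end-point after a 60 min room-temperature kinase reaction. PI5P4Kalpha and substrate in HEPES pH 7.4 buffer with EGTA, 0.1% CHAPS and 5% DMSO; ATP at 5 microM final.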
# HEK293 tox: qHTS of GLP-1 Receptor Inverse Agonists: Cytotox Screen | Potency, µM (titrated, usually from 38.3 µM), inactives show at the highest dose activity change, negative = inhibition, most hits filed as inhibitors | HEK293 cAMP-luciferase reporter cells, luminescence, 24 h | 0.13% of 410,000 active | AID 624418, 2012;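 also: loss of luciferase light is scored as toxicity; potency is read from the fitted curve at half-maximal effect; % is scaled to controls: 0 for no effect and ±100 for the full control effect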
#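 Quantitative HTS format, 1536 wells, 200 cells/uL seeded. Compounds: 23 nL, 24 h, 37 °C. Detection: luciferase reagent, luminescence at 12 min RT; decreased signal taken as cytotoxic.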
# PLK1 PBD inh: qHTS for Inhibitors of PLK1-PDB (polo-like kinase 1 - polo-box domain): Primary Screen. Serine/threonine-protein kinase PLK1 (Homo sapiens), P53350. Plk1 PBD binding of FITC phosphopeptide, fluorescence polarization. Potency, µM, for the others: max response, negative = inhibition, most hits filed as inhibitors. 2.8% of 360,000 active. AID 720504, 2013; also: potency is read from the fitted curve at half-maximal effect; series mostly up to about 57 µM; % is scaled to controls: 0 for no effect and ±100 for the full control effect; nearly all actives have a fitted effect of over 65% in size
# EPAC1 agonist: qHTS for Agonist of cAMP-regulated guanine nucleotide exchange factor 3 (EPAC1): primary screen | EPAC1 agonist qHTS, biochemical assay; response scale: 100% = response to 6.5 mM cAMP | Potency, µM (series often up to 154 µM), inactives show at the highest dose activation, actives largely listed as activators | 0.073% of 360,000 active; also: potency is read from the fitted curve at half-maximal effect; nearly all actives have a fitted effect of over 60% in size
#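 Nucleotide exchange by EPAC1 (100 nM) on Rap1B–BODIPY-GDP (250 nM) in the presence of 50 uM GDP is tracked fluorescently at 480/540 nm over 30 min. Signals are normalized to a 6.5 mM cAMP control.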
# GLP1R inv ag: qHTS of GLP-1 Receptor Inverse Agonists (Inhibition Mode); HEK293 GLP-1R CRE-luciferase, luminescence, 24 h; GLP-1R form is constitutively active; Potency, µM (titrated, usually from 38.3 µM), for the others: at the highest dose activity change, negative = inhibition, most hits filed as inhibitors; Glucagon-like peptide 1 receptor (Homo sapiens), P43220; 1.6% of 410,000 active; also: potency is read from the fitted curve at half-maximal effect; % is scaled to controls: 0 for no effect and ±100 for the full control effect; nearly all actives have a fitted effect of over 55% in size
# Target sequence (P43220 whole entry, looked up): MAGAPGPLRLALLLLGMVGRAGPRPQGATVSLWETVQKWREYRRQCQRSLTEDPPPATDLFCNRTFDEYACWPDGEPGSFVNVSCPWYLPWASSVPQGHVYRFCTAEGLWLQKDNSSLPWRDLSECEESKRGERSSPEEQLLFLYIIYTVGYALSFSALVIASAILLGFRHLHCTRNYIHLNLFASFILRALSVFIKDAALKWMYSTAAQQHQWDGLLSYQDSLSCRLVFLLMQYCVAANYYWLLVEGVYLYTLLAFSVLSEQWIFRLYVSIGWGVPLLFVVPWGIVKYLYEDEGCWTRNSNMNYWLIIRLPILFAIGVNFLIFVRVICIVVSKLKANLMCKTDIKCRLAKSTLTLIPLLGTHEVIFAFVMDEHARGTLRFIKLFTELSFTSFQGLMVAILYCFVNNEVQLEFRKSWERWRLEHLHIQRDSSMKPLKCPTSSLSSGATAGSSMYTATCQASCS
#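 HEK293 cells stably co-expressing constitutively active GLP-1R and a cAMP-responsive luciferase reporter were seeded in DMEM with 10% Nu serum, given compounds after 12 h, and incubated 24 h at 37 deg C. Luminescence was then read.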
# GLP-1R agonist: qHTS of GLP-1 Receptor Agonists; Glucagon-like peptide 1 receptor (Homo sapiens), P43220; HEK293 GLP-1R CRE-luciferase, luminescence, 4-6 h; cells express a hypersensitive GLP-1R form; Potency, µM (highest dose often 45.6 µM), for inactives: at the highest dose activation, most hits filed as activators; 0.007% of 380,000 active; AID 624172, 2012; also: potency is read from the fitted curve at half-maximal effect; % of control where 0% means no effect
# PTHR1 agonist: qHTS for PTHR1 Agonists: Primary Screen; Parathyroid hormone/parathyroid hormone-related peptide receptor (Homo sapiens), Q03431; HEK293 GP2 PTHR1 cells, GloSensor cAMP luminescence, 1 h; Potency, µM (series often up to 115 µM), for the others: top-dose activation, actives largely listed as activators; 0.075% of 410,000 active; AID 743266, 2014; also: potency is read from the fitted curve at half-maximal effect; nearly all actives have a fitted effect of over 55% in size; some results filed as inactive show a strong effect at the top dose; inactives centre near -15; many of its hits are not listed in these tables
# Target sequence (Q03431 whole entry, looked up): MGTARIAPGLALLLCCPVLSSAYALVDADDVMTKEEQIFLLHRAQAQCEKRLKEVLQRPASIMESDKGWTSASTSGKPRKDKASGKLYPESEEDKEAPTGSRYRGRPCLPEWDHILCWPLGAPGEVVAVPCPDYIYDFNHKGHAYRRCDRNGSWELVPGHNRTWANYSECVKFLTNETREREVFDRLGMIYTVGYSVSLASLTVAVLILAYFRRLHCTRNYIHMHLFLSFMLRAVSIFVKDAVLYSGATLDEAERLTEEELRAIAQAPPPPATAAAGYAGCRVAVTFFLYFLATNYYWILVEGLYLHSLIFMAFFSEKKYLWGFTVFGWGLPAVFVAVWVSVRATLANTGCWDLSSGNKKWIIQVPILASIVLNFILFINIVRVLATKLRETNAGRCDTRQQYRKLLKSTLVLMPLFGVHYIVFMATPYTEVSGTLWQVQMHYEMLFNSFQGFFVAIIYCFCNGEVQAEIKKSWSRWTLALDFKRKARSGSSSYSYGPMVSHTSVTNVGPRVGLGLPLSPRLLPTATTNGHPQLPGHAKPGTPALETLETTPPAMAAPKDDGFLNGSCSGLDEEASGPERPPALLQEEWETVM
#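 HEK-293-derived GP2 cells expressing PTHR1 and a GloSensor cAMP reporter, 3,000/well, plated overnight, given luciferin plus IBMX (each 0.5 mM as added) for 1 h at 37 °C, then compound for 1 h at 37 °C. Luminescence was read after 15 min at room temperature.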
# IL-2 act: qHTS of IL-2 Activators; IL-2 activation reporter assay, cell-based qHTS; stimulated with anti-CD3/CD4/CD28 beads; in transgenic mouse T cells; activation, % (series mostly up to about 46 µM); 0.065% of 360,000 active; AID 652025, 2013; in the data active = activation above about 50%; inconclusive = mostly about 30% to 49%; also: 0% is about no effect
#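 Quantitative HTS in unstimulated transgenic mouse T cells, with memory T cells as non-tolerant control and PMA/ionomycin as tolerance-bypass control. Compound pretreatment lasted 60 minutes before 18 h bead stimulation; EGFP/DsRed fluorescence read.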
# Starred values were filed as active, the others as inactive; i = inactive; ? = inconclusive; . = not tested or not shown; & = joins results of further samples; [ ] = dose if it differs, or a comment. Unless noted, calls follow the shape of the dose curve; as a rule, active = well fitted curve in the direction sought with a large enough effect; inconclusive = small, poorly fitted or top-dose-only effect, or another doubt; inactive = no such curve, though single readings can be large; an effect the other way counts as inactive or inconclusive. An excerpt, so the mix of outcomes need not match the whole.
no.	Molecule	EPAC1 antagonist	PI5P4Ka inh	HEK293 tox	PLK1 PBD inh	EPAC1 agonist
1	O=C(NCc1ccccn1)[C@@H]1CCCN1C(=O)[C@@H]1CCCN1C(=O)c1cccc(Cl)c1	-9%	-1	-19%	3%	8%
2	CCCN1CCN(CCCNC(=O)c2cc3c(s2)-c2c(C)cccc2OC3)CC1	-9%	-4	-7%&-26%	-2%	1%
3	Cc1ccccc1N1CCN(C(=S)c2ccc(-c3ccc([N+](=O)[O-])cc3)o2)CC1	-6%	-11	3%	?	0%
4	Cc1ccc(C(C)(C)NC(=O)C2CCC(=O)N(C3CCCCCC3)C2)cc1 (stereo not drawn)	-25%	2	-9%	1%	-6%
5	N#C/C(C(=O)NCc1ccco1)=C1/SC(Cc2ccc(F)cc2)C(=O)N1c1ccccc1 (stereo not drawn)	-2%	-11	-2%	0%	9%
6	COc1cccc(NC(=O)c2ccc(S(=O)(=O)N(C)C)cc2)c1	2%	-4	1%	1%	11%
7	O=C1N=C(N2CCOCC2)S/C1=C\c1ccncc1	20%	1	21%	-10%	-3%
8	c1ccc(Cn2ccc(-c3cnc(-c4ccccc4)s3)n2)cc1	-10%	19	24%	-5%	2%
9	O=C(Nc1cccc(Cl)c1)c1ccc(-n2cncn2)c([N+](=O)[O-])c1	8%	5	-28%	2%	11%
10	CCC(C)NC(C(=O)Nc1ccc(Cl)c([N+](=O)[O-])c1)c1ccccc1 (stereo not drawn)	14%	-6	15%[1.53 µM]	1%	14%
11	CC(=O)Oc1ccc(N2C(=O)C3C4C=CC(CC4)C3C2=O)cc1[N+](=O)[O-] (stereo not drawn)	-18%	2	-4%	-3%	-4%
12	Nc1nnc(SCc2ccc([N+](=O)[O-])cc2)s1	5%	3	-11%	-3%	6%

no.	GLP1R inv ag	GLP-1R agonist	PTHR1 agonist	IL-2 act
1	26%	11%	-11%	-0.4
2	?	11%	i	-2.4
3	30%	10%	-10%	-2.2
4	-28%	-1%	-5%	-2.0
5	1%	-25%	i	-2.8
6	5%	-3%	i	-0.4
7	5%	7%	-3%	0.0
8	?	-5%	-27%	0.6
9	0%	-7%	-24%	-2.5
10	?	2%	-37%[inhibitor]	-0.4
11	22%	-10%	0%	-0.6
12	-1%	16%	-3%	1.0

# Screen by screen, as entered above:
# Nos. 2–12 in PLK1 PBD inh read -2%, ?, 1%, 0%, 1%, -10%, -5%, 2%, 1%, -3%, -3%
# Nos. 2–12 in EPAC1 antagonist read -9%, -6%, -25%, -2%, 2%, 20%, -10%, 8%, 14%, -18%, 5%
# Nos. 2–12 in EPAC1 agonist read 1%, 0%, -6%, 9%, 11%, -3%, 2%, 11%, 14%, -4%, 6%

# Further compounds follow.
no.	Molecule	EPAC1 antagonist	PI5P4Ka inh	HEK293 tox	PLK1 PBD inh	EPAC1 agonist
13	O=C(NC(=O)c1ccc(Cl)cc1)OC1CCCCC1	-16%	6	2%	-1%	-10%
14	Cc1ccc(SCC(=O)Nc2nncs2)cc1	-20%	-10	-16%	-3%	9%
15	CC(C)Oc1ccccc1/C=N/NC(=O)C1CCCC1	-6%	-12	0%	-1%	-7%
16	CCCNc1nc(C)cc(-c2cc(C(=O)NC3CCCC3)on2)n1	6%	3	-26%	-11%	-8%
17	CCN(CC)c1ccc(NC(=O)CN2CCN(CC(=O)Nc3ccc(OC)cc3)CC2)cc1	4%	2	1%	-1%	-4%
18	CCOC(=O)c1ccccc1NC(=O)c1ccc2nccnc2c1	-3%	-24	-2%	-6%	12%
19	CN1/C(=N\O)c2cccc3cccc1c23	-12%	1	.	27µM*	1%
20	O=C(O)CSCC(=O)NCc1ccccc1Cl	-13%	5	15%	-9%	-9%
21	Cc1ccc(C)c(OCCCN2CCCC2)c1	4%	.	-12%	0%	1%
22	CC(=O)c1ccc(S(=O)(=O)N2CCN(C(=O)c3ccc(COc4ccccc4)o3)CC2)cc1	-7%	11	1%	0%	5%
23	O=C(CCl)Nc1nc(-c2ccco2)c(-c2ccco2)s1	-9%	-18	-1%	?	5%
24	OC(COCCOc1ccc(Br)cc1)CN1CCN(Cc2ccccc2)CC1 (stereo not drawn)	13%	-2	?	-28%	-9%

no.	GLP1R inv ag	GLP-1R agonist	PTHR1 agonist	IL-2 act
13	0%	0%	i	-3.3
14	15%	12%	i	-0.6
15	11%	-4%	-4%	1.0
16	-1%	1%	?	-0.1
17	-10%	2%	-2%	-1.1
18	11%	17%	i	0.4
19	-17%	6%	-2%[57.5 µM]	-0.9
20	11%	3%	i	-2.2
21	-11%	-3%	-43%[inhibitor][57.5 µM]	1.1
22	?	3%	-32%[inhibitor]	-1.3
23	68%[activator]	?	-17%	2.0
24	?	-3%	-77%[inhibitor]	1.1

# Some of the entries above, reformatted:
15. CC(C)Oc1ccccc1/C=N/NC(=O)C1CCCC1
16. CCCNc1nc(C)cc(-c2cc(C(=O)NC3CCCC3)on2)n1

compound no.,15,16
EPAC1 antagonist,-6%,6%
PI5P4Ka inh,-12,3
HEK293 tox,0%,-26%
PLK1 PBD inh,-1%,-11%
EPAC1 agonist,-7%,-8%
GLP1R inv ag,11%,-1%
GLP-1R agonist,-4%,1%
PTHR1 agonist,-4%,?
IL-2 act,1.0,-0.1

# Later entries.
no.	Molecule	EPAC1 antagonist	PI5P4Ka inh	HEK293 tox	PLK1 PBD inh	EPAC1 agonist
25	CCCCN(CC)Cc1ccc(CNC(=O)Nc2ccc(F)cc2)o1	-1%	.	-15%	-2%	2%
26	Cc1ccc(S(=O)(=O)N2CCN(S(=O)(=O)c3cccs3)CC2)cc1	3%	2	21%	-7%	15%
27	Cc1[nH]nc2ncc(C(=O)c3cc(Cl)cc(Cl)c3O)cc12	2%	-30	12%	-19%	3%
28	Cc1cc(C(=O)N/N=C2\CC(=O)CC(C)(C)C2)c2ccccc2n1	-6%	4	4%	-10%	15%
29	COc1cc(/C=N/Nc2ccc(C(=O)O)cc2)ccc1O	9%	-19	16%	-26%	-14%
30	COc1cc(C(=O)NC23CC4CC(CC(C4)C2)C3)cc(OC)c1OC	7%	4	2%	3%	3%
31	COc1ccc(CSCCNC(=S)Nc2ccccc2)cc1Cl	1%	2	11%	1%	0%
32	COc1ccc(N=C2SCC(=O)N2Cc2ccccc2)cc1	-4%	2	17%	-16%	17%
33	CNc1cncc(-c2cccnc2)n1	-16%	-4	5%	6%	2%
34	CCN(CC)C(=O)C(=O)c1ccn(-c2c(C)csc2C(=O)OC)c1	3%	0	1%	-12%	13%
35	CC(C)(C)OC(=O)N[C@H](C(=O)OC(C)(C)C)c1ccc(Br)cc1	-24%	11	0%	-2%	-10%
36	COCCCNc1cc(C)nc2ccccc12	-3%	1	-10%	-9%	3%

no.	GLP1R inv ag	GLP-1R agonist	PTHR1 agonist	IL-2 act
25	0%	-2%	i	0.7
26	24%	-8%	i	1.5
27	-3%	-6%	i	-3.4
28	3%	10%	i	1.1
29	-4%	-1%	-27%	-1.6
30	21%	-4%	-45%[inhibitor]	0.1
31	?	21%	-73%[inhibitor]	2.0
32	?	20%	-28%	-4.3
33	6%	-4%	i	-0.2
34	9%	2%	11%	-0.3
35	10µM*	3%	-87%[inhibitor]	-4.1
36	0%	-3%	i	-1.5

# (cont.)
no.	Molecule	EPAC1 antagonist	PI5P4Ka inh	HEK293 tox	PLK1 PBD inh	EPAC1 agonist
37	Cc1cc2c(cc1C)-c1nnnn1C(N1CCC(Cc3ccccc3)CC1)C(=O)N2 (stereo not drawn)	-13%	6	-6%	2%	-12%
38	CCC(C)(C)C1CCc2[nH]nc(C(=O)O)c2C1 (stereo not drawn)	5%	-5	3%	-4%	3%
39	CCCNC(=O)C1CCC(CNS(=O)(=O)c2ccc3c(c2)CC(C)N3C(C)=O)CC1 (stereo not drawn)	-6%	4	3%&-4%	-2%	-2%
40	CCN(CC)S(=O)(=O)c1ccc(NS(=O)(=O)c2ccc(O)c([N+](=O)[O-])c2)cc1	-15%	3	9%	-15%	4%
41	CCn1c(N2CCN(CC(=O)c3c(C)n(C)c4ccccc34)CC2)nc2c1c(=O)[nH]c(=O)n2C	0%	3	-7%	-8%	11%
42	Cc1ccc(-c2nn(CCC#N)cc2C=C(C#N)C#N)cc1	-5%	.	8%	-6%	10%
43	O=C(CN1CCCC1)Nc1nnc(-c2cccs2)s1	25%	?	3%[1.53 µM]	2%	-5%
44	COc1cccc(-n2c(SCC(=O)O)nnc2-c2cccnc2)c1	4%	.	-28%	-6%	1%
45	COc1ccc(Cn2c(C)ccc2C)cc1	16%	.	3%	-7%	3%
46	O=C(Nc1cccc(C2OCCCO2)c1)c1cccs1	28%	1	-2%[1.53 µM]	-3%	2%
47	CC1CCc2cc(F)ccc2N1C(=O)CSc1nnc2c3ccccc3n(C)c2n1 (stereo not drawn)	-1%	.	-20%	-21%	9%

no.	GLP1R inv ag	GLP-1R agonist	PTHR1 agonist	IL-2 act
37	?	.	-32%[inhibitor]	0.3
38	8%	-3%	-10%	1.5
39	42%&2%[activator]	3%	11%&-9%	0.5
40	25%	-7%	-20%	-3.2
41	65%[activator]	13%	-17%[57.5 µM]	-0.2
42	-2%	4%	i	-2.9
43	20%	8%	-3%	0.5
44	5%	0%	-14%[57.5 µM]	-0.2
45	18%	-1%	i	-1.9
46	12%	-6%	i	1.2
47	-10%	-6%	-8%[57.5 µM]	0.9
